PglD inh: blocks C. jejuni PglD acetyltransferase activity. purified PglD enzyme, DTNB colorimetric CoA detection. inhibition, % at 12.5 µM. actives 0.098% (n = 360,000); in the data active means inhibition above about 16%, passing the limit was not always enough; further: strong numbers were not always called active
Statin myotox sup: suppressors of simvastatin-induced myotoxicity in C2C12 myotubes; ATP luminescence, 48 h; scaled: DMSO 0, geranylgeraniol control 100; rescue of ATP level, % at 7.49 µM; actives 0.78% (n = 330,000); AID 602340;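 active means mean ATP rescue above about 67%, or every replicate alone reaching that limit, limit read from the data, passing the limit was not always enough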;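 further: myotubes were challenged with 10 µM simvastatin during compound exposure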
LGR2 antag: Drosophila LGR2 receptor signaling inhibition; AID 720647; inhibition, % at 9.99 µM; HEK293 LGR2, CRE-luciferase, bursicon-stimulated, 4 h; actives 0.35% (n = 380,000);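 active means drop in luminescence signal, shown as inhibition above about 50% in the replicate tests, limit read from the data, passing the limit was not always enough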;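 further: agonist challenge used bursicon conditioned medium at about half maximal strength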
Cneo AK release: Cryptococcus neoformans lysis via adenylate kinase release; actives 0.2% (n = 360,000); C. neoformans lysis, adenylate kinase release luminescence, 4 h; normalised: neutral wells 0, clomiphene wells 100; AID 651654; lysis activity, % at 15 µM;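 active means mean lysis activity across replicates of at least 80%, whatever share of replicates individually reach that level; inactive means mean lysis activity below 80%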
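Material: C. neoformans cells; Schedule: 4 h static compound exposure, 37 °C, read 1 h post-reagent; Measured by: adenylate kinase release luminescence; Read-out: signal increase indicating cell lysis; Controls: Clomiphene as positive lysis control.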
PGC1a acetyl inh: PGC1a acetylation modulation, inhibitor mode; actives 0.17% (n = 350,000); inhibition, % at 15.6 µM; U2OS PGC1a acetylation, AlphaScreen anti-acetyl-lysine; with virally co-expressed GCN5 acetyltransferase;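 active means every replicate shows inhibition of at least 40%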;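 further: 0% = neutral control wells and 100% = positive control wells; some results beyond the cut were filed as inactive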
ARNT-TACC3 inh: disruptors of human ARNT/TACC3 interaction; Q9Y6A5; AlphaScreen His-ARNT PAS-B/GST-TACC3 binding, luminescence; TACC3 fragment carries E629A point mutation; inhibition, % at 9.99 µM; actives 0.66% (n = 390,000);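 active means mean inhibition of replicates at least 50% and at least half of replicates each reaching 50%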;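 further: 0% = complete ARNT plus TACC3 wells and 100% = ARNT alone without TACC3; many hits fall short of the cut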
PAX8 reporter: inhibitors of PAX8 transcriptional activity in RMG-I cells | RMG-I TPO-luciferase reporter, SteadyGlo, 24 h | inhibition, % at 12.6 µM | actives 1.2% (n = 360,000) | AID 652154;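 active means mean replicate inhibition at least 60% with every replicate also reaching 60%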;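 further: luciferase light reporting Pax8 driven TPO promoter activity; plate controls were median of neutral control wells for no effect and mitoxantrone controls for full effect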
GSIS activator: primary screen for activators of insulin secretion dependent on glucose, INS-1E cells, GLuc reporter luminescence; INS-1E GLuc reporter insulin secretion, 2-3 h; actives 0.61% (n = 370,000); activation, % at 16.6 µM;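 active means lowest replicate activation of at least 40%, so every replicate reaches that level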;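 further: 0% = median of neutral control wells and 100% = median of IBMX positive control wells; some compounds called inactive have numbers as strong as hits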
Numbers without * were called inactive; . = no result given; & = joins results of further samples.

cpd	smiles	PglD inh	Statin myotox sup	LGR2 antag	Cneo AK release	PGC1a acetyl inh	ARNT-TACC3 inh	PAX8 reporter	GSIS activator
1	C[C@@H](NC(=O)c1nc[nH]c1C(=O)NCCCCCNC(=O)OC(C)(C)C)c1ccccc1	-2	-2	6	0	-10	12	14	-16
2	O=C(N/N=C/c1ccc([N+](=O)[O-])cc1)c1cc2ccccc2o1	-8	-2	-21	-2	0	2	10	-8
3	CC1(C(=O)N/N=C/c2ccc3c(c2)OCO3)CC1(Br)Br (stereo not drawn)	8	8	-8	1	.	.	-8	-6
4	COc1cc(Cl)cc(C2NC(=S)NC(c3ccccc3)=C2C(C)=O)c1OCC(=O)O (stereo not drawn)	.	0	9	.	-13	0	3	-7
5	COc1ccc(-c2csc(Cc3nnc(N4CCOCC4)n3-c3ccccc3)n2)cc1OC	.	.	-14	.	-7	1	.	30
6	Cc1nc(N(C)C)c2sc(=S)n(-c3ccccc3)c2n1	-4	-2	-6	-1	1	10	16	-7
7	C[C@H]1CN([C@@H](C)CO)C(=O)c2cc(NC(=O)CCCN(C)C)ccc2O[C@H]1CN(C)S(=O)(=O)c1ccc(Cl)cc1	-5	-13	23	0	1	0	-4	1
8	CN1C(=S)SC(/[N+]([O-])=C/c2c(F)cccc2Cl)C1(C)C (stereo not drawn)	-4	.	-8	0	15	.	3	11
9	O=C(Nc1ccc(S(=O)(=O)N2CCCCC2)cc1)C1CC(=O)N(c2ccc(Cl)cc2)C1 (stereo not drawn)	-2	-8	4	0	.	-1	14	-5
10	COc1ccc(C(=O)NCC(=O)NCC(=O)OCC(=O)c2ccc(Br)cc2)cc1	-2	.	-26	1	-4	-5	.	.
11	Cc1cccc(NC(=O)c2nc[nH]c2C(=O)N[C@H](C)c2ccccc2)c1	0	11	.	1	.	11	-6	.
12	O=S(=O)(c1ccc(NC(=S)Nc2ccc3c(c2)OCO3)cc1)N1CCOCC1	-5	1	-7	1	10	12	-67	5
13	CCOc1nc(-c2ccc(OC)cc2)ccc1-c1noc(C)n1	.	-8	-16	.	9	-7	.	-12
14	COc1cc(Cl)c(C)cc1NC(=O)c1ccccc1NC(=O)CN1CCN(C(C)=O)CC1	-1	4	4	-1	.	.	18	28
15	C[C@@H]1CN([C@H](C)CO)C(=O)c2cc(NS(=O)(=O)c3ccccc3)ccc2O[C@@H]1CN(C)C	-14	11	8	-10	-9	.	-8	11
16	CO[C@@H](CN(C)Cc1nccs1)[C@@H](C)CN([C@@H](C)CO)S(=O)(=O)c1ccc(F)cc1	4	1	-3	-2	13	2	.	-2
17	CN(/C(=N\S(=O)(=O)c1ccccc1)C(F)(F)F)c1ccccc1	-15	3	2	3	-2	3	.	-3
18	CN(C)c1ccc(S(=O)(=O)c2ccc(Cl)cc2)cc1	8	4	.	4	-4	0	.	.
19	C[C@H]1CN([C@@H](C)CO)C(=O)Cc2cc(NC(=O)Cc3ccccc3)ccc2O[C@H]1CN(C)Cc1ccc(C(=O)O)cc1	2	-6	0	-3	-5	-13	11	1
20	O=C(C[C@H]1C[C@H]2c3cc(NC(=O)C4CCOCC4)ccc3O[C@H]2[C@@H](CO)O1)NCc1ccc(Cl)cc1	2	0	3	15	17	-11	-14	-2
21	CCC(CC)C(=O)N(C)c1c(C)nc2c(OCc3cccc(OC)c3)cccn12	6	-14	4	-1	1	.	11	-29
22	CCC(=O)N[C@H]1C=C[C@H](CC(=O)NCc2ccccc2F)O[C@H]1CO	-4	0	-9	0	6	-10	-1	-1
23	Cc1cccc(/C=N/n2c(-c3ccco3)n[nH]c2=S)c1	.	.	6	.	-2	-6	-18	4
24	Cc1noc(C)c1NC(=O)Nc1ccc2c(c1)C(=O)N([C@@H](C)CO)C[C@@H](C)[C@@H](CN(C)Cc1ccccc1)OCCCC[C@@H](C)O2	-10	.	-5	26	8	1	-24	14
25	COc1ccc(/C=C2\SC(=S)N(CC(=O)OCC(=O)Nc3cc(Cl)cc(Cl)c3)C2=O)cc1	.	.	0	.	.	-19	8	-1
26	COc1ccccc1-c1ccc2n(c1=O)C[C@H]1[C@H](CO)[C@@H](C(=O)NCCCN(C)C)N(C(C)=O)[C@@H]21	-6	-15	5	0	.	-15	5	13
27	Cn1c(N2CCCC2)nc2c1c(=O)[nH]c(=O)n2C	1	-1	20	-1	.	-4	-12	12
28	Cn1c(C(N)=O)cnc1Sc1ncc(C(F)(F)F)cc1Cl	-5	-7	.	-1	-1	-7	.	.
29	O=C(c1ccc2nc(Cc3ccccc3F)oc2c1)N1CCCC1	4	.	-74	-1	7	1	-133	12
30	O=C(O)c1ccc2c(c1)S(=O)(=O)c1cc(N3CCN(c4ncccn4)CC3)ccc1C2=O	-1	-7	-22	1	-7	.	-42	-9
31	C[C@@H]1CN([C@H](C)CO)C(=O)c2cccc(NS(=O)(=O)c3ccc(F)cc3)c2O[C@H]1CN(C)Cc1ccc(C(=O)Nc2ccccc2N)cc1	.	.	8	.	12	.	-12	0
32	C#CCNC(=O)C1=C[C@@H](c2ccc3c(c2)OCO3)[C@H](CCCO)[C@@H](OCC)O1	1	-15	-12	-4&2	-5&13	-7	-6&-2	3
33	COc1cccc(-c2csc(N3CCN(C(=S)Nc4ccccc4Cl)CC3)n2)c1	-1	-9	.	-1	-67	12	.	.
34	CC1Nc2ncnc(N3CCN(c4ccccc4)CC3)c2N(Cc2ccccc2)C1=O (stereo not drawn)	-5	0	-2	-2	-4	-10	-4	2
35	O=C(O)C[C@@H]1C[C@@H]2c3cc(NC(=O)Nc4ccc(C(F)(F)F)cc4)ccc3O[C@@H]2[C@@H](CO)O1	.	-1	21	.	2	.	-6	-2
36	CCOC(=O)c1c(S(=O)(=O)NCC(=O)Nc2ccc(OC)cc2)c(C)n(C)c1C	2	40	17	0	.	2	3	.
37	O=C(Nc1ccc2c(c1)OCCO2)c1cc2sccc2n1Cc1ccccc1	7	-10	.	-10	-14	-2	.	.
38	FC(F)(F)c1cccc(-c2cncc(N3CCN(CCN4CCCC4)CC3)n2)c1	2	-16	7	0	.	.	-11	12
39	CCC1=[N+]([O-])C(C)(/C(C)=N\O)N(O)C1(C)C (stereo not drawn)	-3	2	.	-1	1	-4	.	.
40	CCOc1ccc(N(CC(=O)NCCc2ccccc2)C(=O)c2csnn2)cc1	10	5	-8	-2	.	0	-30	-15
41	Cc1ccc(NS(=O)(=O)c2c(C)[nH]c(C)c2C(=O)N2CCCC2)cc1Cl	-5	8	10	-2	-15	13	22	-6
42	O=C(NCc1ccccc1)C(c1cccs1)N(Cc1cccs1)C(=O)c1cnccn1 (stereo not drawn)	2	0	.	-1	.	-2	.	.
43	Nc1ccc2c3c(cccc13)CC2	1	-7	.	-1	-1	-3	36	.
44	CN1CCc2c(n(CC(O)CN(CCO)CCO)c3ccccc23)C1=O (stereo not drawn)	1	-6	2	-2	-5	3	0	13
45	Cc1ccccc1NS(=O)(=O)c1csc(C(N)=O)c1	4	3	6	-1	13	-2	9	11
46	CC[C@@]1(C(=O)OC)N[C@H](CN(C)C(=O)COC)[C@@H]2C(=O)N(Cc3ccccc3)C(=O)[C@@H]21	0	-7	-13	-1	.	1	0	48
47	CC(C)c1cccc(C(C)C)c1NC(=O)COc1nncc2ccccc12	.	.	22	.	-4	-18	-10	-4
48	Cc1c(NC(=O)CCSc2ccc(Cl)cc2)c(=O)n(-c2ccccc2)n1C	-1	2	.	2	14	-10	.	.
49	Cc1ccc(S(=O)(=O)N(C)C[C@H]2Oc3ccc(NC(=O)Nc4ccc(C(F)(F)F)cc4)cc3CC(=O)N([C@@H](C)CO)C[C@@H]2C)cc1	0	-5	12	61	4	-1	-11	3
50	COc1ccc(Cn2c(C3CC3)nc3ccc(NC(=O)c4cccnc4)cc3c2=O)cc1	4	-41	.	-6	.	15	.	.

A different layout for some results above.
45: Cc1ccccc1NS(=O)(=O)c1csc(C(N)=O)c1
  PglD inh = 4; Statin myotox sup = 3; LGR2 antag = 6; Cneo AK release = -1; PGC1a acetyl inh = 13; ARNT-TACC3 inh = -2; PAX8 reporter = 9; GSIS activator = 11
46: CC[C@@]1(C(=O)OC)N[C@H](CN(C)C(=O)COC)[C@@H]2C(=O)N(Cc3ccccc3)C(=O)[C@@H]21
  PglD inh = 0; Statin myotox sup = -7; LGR2 antag = -13; Cneo AK release = -1; PGC1a acetyl inh = .; ARNT-TACC3 inh = 1; PAX8 reporter = 0; GSIS activator = 48

Continuation:
cpd	smiles	PglD inh	Statin myotox sup	LGR2 antag	Cneo AK release	PGC1a acetyl inh	ARNT-TACC3 inh	PAX8 reporter	GSIS activator
51	O=C(c1ccc(F)cc1)N1CCCCN2[C@H](CO)[C@H](c3ccc(C#CC4(O)CCCC4)cc3)[C@@H]2C1	2	.	-10	-2	-1	-3	6	-5
52	C[C@H](CO)N1C[C@H](C)[C@@H](CN(C)Cc2ccncc2)Oc2ccc(NC(=O)NC3CCCCC3)cc2C1=O	-4	20	.	-6	5	-6	5	-1
53	COc1cc(/C=C(\C#N)C(=O)Nc2nnc(C(F)(F)F)s2)ccc1OCc1ccc(C(F)(F)F)cc1C(F)(F)F	4	.	.	5	-2	-11	-12	.
54	O=C(C[C@@H]1CC[C@H]2NC[C@H](O)COC[C@@H]2O1)NCc1ccc2c(c1)OCO2	0	0	2	0	6	-8	1	3
55	O=C1Nc2ccccc2N(O)N1c1ccc(S(=O)(=O)Nc2ccccn2)cc1	3	2	21	0	.	3	9	5
56	C/C=C1\COC(C(=O)NCc2cccc(OC)c2OC)(C(F)(F)F)C=C1C=C1CCCCC1 (stereo not drawn)	-2	2	33	-3	-31	2	16	73*
57	COC1=C(Nc2ccc(OC)cc2)C(=O)c2ccccc2C1=O	.	.	-15	.	.	53*	-42	-18
58	COc1cccc2cc(C(=O)C3=C(O)C(=O)N(c4cc(C)on4)C3c3cccs3)oc12 (stereo not drawn)	.	.	5	-1	.	11	14	-44
59	CC(=O)Nc1ccc(NC(=O)C(C)OC(=O)C2CC3C=CC2C3)cc1 (stereo not drawn)	.	.	1	.	.	-2	-18	40
60	Cc1ccc(Cn2ccc(C3CC3)n2)cc1	.	.	-82	.	-2	1	-181	27
61	Cc1nc2nc(-c3ccccc3)nn2c(C)c1C	.	13	-17	.	-6	-13	-8	-2
62	CCC(C)(C)C1CCC2(CC1)NC(=O)N(CC(=O)NCCCc1ccccc1)C2=O (stereo not drawn)	5	10	14	-1	3	0	14	-40
63	CS(=O)(=O)N(CC(=O)Nc1ccc2c(c1)OCO2)Cc1ccc(Cl)cc1	-4	10	.	0	-10	1	.	.
64	COc1ccc(OCCSc2nc3ccccc3n2CCC(=O)O)cc1	1	17	-2	-1	-3	39	-7	-6

Bioassay records deposited in PubChem by Broad Institute.
